# DT40 TDP1 no CPT: qHTS for Inhibitors of human tyrosyl-DNA phosphodiesterase 1 (TDP1): qHTS in cells in absence of CPT; AID 686978, 2013; Potency, µM (doses to about 46.2 µM), for the others: top-dose activity change, negative = growth inhibition, actives largely listed as inhibitors; DT40 Tdp1-/- hTDP1 cells, no CPT, ATP luminescence, 48 h; 15% of 420,000 active; note: nearly all actives have a fitted effect of over 55% in size
#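 Readout: luminescence from CellTiter-Glo after 30 min in the dark at RT. Cells: DT40 Tdp1-/- with stable hTDP1, 400/well. Exposure: compounds alone, ≥48 hr, 37 °C.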
# TDP1 block: qHTS Assay for Inhibitors of Tyrosyl-DNA Phosphodiesterase (TDP1); Potency, µM (titrated, usually from 130 µM), for the others: at the highest dose activity change, negative = inhibition, hits mostly inhibitors; recombinant TDP1, AlphaScreen DNA substrate cleavage; 0.28% of 350,000 active; Tyrosyl-DNA phosphodiesterase 1 (Homo sapiens), Q9NUW8; note: nearly all actives have a fitted effect of over 40% in size
# Target sequence (Q9NUW8 whole entry, looked up): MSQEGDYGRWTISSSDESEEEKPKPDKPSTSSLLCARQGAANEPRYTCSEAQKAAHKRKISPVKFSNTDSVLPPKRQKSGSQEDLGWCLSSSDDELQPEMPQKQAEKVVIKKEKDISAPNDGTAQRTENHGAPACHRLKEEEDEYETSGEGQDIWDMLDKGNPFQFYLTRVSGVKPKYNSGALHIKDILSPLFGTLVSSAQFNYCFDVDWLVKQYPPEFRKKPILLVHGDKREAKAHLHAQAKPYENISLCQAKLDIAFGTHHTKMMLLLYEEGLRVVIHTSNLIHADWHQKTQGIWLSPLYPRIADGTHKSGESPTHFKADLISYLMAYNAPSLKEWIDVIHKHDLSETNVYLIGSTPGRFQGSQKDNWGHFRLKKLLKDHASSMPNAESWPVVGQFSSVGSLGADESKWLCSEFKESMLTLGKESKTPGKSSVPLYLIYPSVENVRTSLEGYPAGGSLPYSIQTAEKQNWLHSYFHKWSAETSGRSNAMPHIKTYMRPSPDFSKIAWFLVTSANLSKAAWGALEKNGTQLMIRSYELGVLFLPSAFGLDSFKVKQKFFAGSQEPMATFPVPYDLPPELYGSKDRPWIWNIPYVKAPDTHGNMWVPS
#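 Compounds were preincubated with Tdp1 (1 nM final) for 15 min at room temperature before substrate (15 nM final) started a 5 min reaction; beads (10 ug/ml final) were then added for 10 min before AlphaScreen detection.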
# DT40 TDP1 CPT: qHTS for Inhibitors of human tyrosyl-DNA phosphodiesterase 1 (TDP1): qHTS in cells in presence of CPT | chicken DT40 Tdp1-/-;hTDP1 cells + 20 nM CPT, ATP luminescence, 48 h | Potency, µM (top dose mostly 46.2 µM), for inactives: at the top dose activity change, negative = growth inhibition, actives largely listed as inhibitors | 12% of 420,000 active; note: nearly all actives have a fitted effect of over 55% in size
#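 Cell growth measured by CellTiter-Glo luminescence after a minimum 48 h, 37 C compound exposure with 20 nM CPT in Tdp1-knockout DT40 cells stably expressing hTDP1, seeded 400/well; qHTS titration format.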
# Active calls of the source: *; ? = inconclusive; · = no result given; [ ] = remark or other dose. Calls come from the whole dose curve; as a rule, active = well fitted curve in the direction sought with a large enough effect; inconclusive = small, poorly fitted or top-dose-only effect, or another doubt; inactive = no such curve, though single readings can be large; an effect the other way counts as inactive or inconclusive. % is set by controls: 0 for no effect and ±100 for the full control effect; potency is the fitted concentration of half-maximal effect.
canonical_smiles | DT40 TDP1 no CPT | TDP1 block | DT40 TDP1 CPT
O=C/C(=C\Nc1ccc(Cl)cn1)c1nc2cc(Cl)ccc2o1 | ? | 6.1% | ?
CCN(CC)c1ccc(C(=O)NCc2ccc3c(c2)CCN3C(C)=O)cc1 | -20.6% | 7.4% | -3.0%
CCOc1ccc(S(=O)(=O)N2CCCCCC2)cc1 | -14.5% | -2.0% | 1.9%
COC(=O)C1=C(C)NC(=O)/C1=C\c1cccs1 | ? | -2.0% | -7.5%
CCOc1ccc(NC(=O)COc2nsnc2N2CCOCC2)cc1 | 13µM* | 2.6% | 16.4µM*
O=C(Nc1cccc(N2CCC(NCc3cnn(-c4ccccc4)n3)CC2)c1)c1cccnc1 | ? | · | 14.5%[9.04 µM]
Cc1cccc(N(C(=O)Cn2nnc(-c3ccc(F)cc3)n2)C(C(=O)NC(C)(C)C)c2ccncc2)c1 (configuration not stated) | -19.0% | 2.5% | -28.5%
Cc1ccc(S(=O)(=O)NC(=O)C2(C)CCN2C(=O)Cc2ccc(C(C)(C)C)cc2)cc1 (configuration not stated) | -10.9% | · | -7.2%
CCOC(=O)C1CCN(C(=O)Nc2ccc(C)c(Cl)c2)CC1 | -18.4% | · | -1.0%
O=C(Cn1nc(C(F)(F)F)c2c1CCC2)NC1CCCCC1 | 1.1% | 5.0% | -2.7%
CCN1CCN(C(=O)c2cc3cc4ccc(OC)cc4nc3s2)CC1 | -22.2% | -1.0% | 28.6%
CC1(C(=O)Nc2ccc3c(c2)OCCO3)CSCC(=O)N1CCCn1ccnc1 (configuration not stated) | -20.8% | · | -94.0%
CCCCn1c(=O)c2oc3ccccc3c2n(CC(=O)Nc2ccccc2OC)c1=O | -4.9% | 5.1% | -0.6%
CC1(C(=O)NCc2ccc3c(c2)OCO3)CCN1C(=O)CC1CCCC1 (configuration not stated) | ? | · | ?
O=C(O)c1ccccc1NS(=O)(=O)c1cccc(N=Nc2c(O)[nH]c(=S)[nH]c2=O)c1 | -13.5% | 0.0% | -6.0%
COc1cc(NC(=O)c2ccco2)c(C(=O)OCC(=O)c2c[nH]c3ccccc23)cc1OC | 8.2µM* | 2.7% | 14.6µM*
CN(C)C(=O)c1ccc(-c2ccc3ncnc(N4CCNCC4)c3c2)cc1 | -19.1% | · | -9.0%
O=C(COc1cccc(Cl)c1)N/N=C\c1cc2ccccc2nc1Cl | ? | 7.9% | ?
CN(/N=C/C=C/c1ccccc1)c1cc(=O)n(C)c(=O)[nH]1 | -22.4% | 2.7% | 6.8%
COc1ccc(N2CC(O)=C(c3nc(-c4ccc(Br)cc4)cs3)C2=N)cc1 | ? | 0.5% | ?
COc1ccc(-c2[nH]ncc2CN(C)Cc2nonc2C)c(OC)c1 | -4.7% | 0.0% | -4.5%
COC(=O)c1sc2nc(-c3ccco3)ccc2c1N | ? | -12.8% | -16.2%
Cc1cc(Cl)ccc1OC(C)C(=O)NCCCCc1ccccc1 (configuration not stated) | -29.6% | 0.0% | -28.4%
CCCCCn1c(CCC(=O)Oc2ccccc2OC)nc2c1c(=O)[nH]c(=O)n2CCCC | ? | 4.2% | -5.0%
CS(=O)(=O)N1CCC(C(=O)NCc2ccc(F)cc2Cl)CC1 | -19.0% | 4.5% | 0.8%

# Pulled one by one from above, six records:
canonical_smiles | DT40 TDP1 no CPT | TDP1 block | DT40 TDP1 CPT
CCOc1ccc(NC(=O)COc2nsnc2N2CCOCC2)cc1 | 13µM* | 2.6% | 16.4µM*
COc1ccc(-c2[nH]ncc2CN(C)Cc2nonc2C)c(OC)c1 | -4.7% | 0.0% | -4.5%
CCN1CCN(C(=O)c2cc3cc4ccc(OC)cc4nc3s2)CC1 | -22.2% | -1.0% | 28.6%
O=C(Nc1cccc(N2CCC(NCc3cnn(-c4ccccc4)n3)CC2)c1)c1cccnc1 | ? | · | 14.5%[9.04 µM]
CS(=O)(=O)N1CCC(C(=O)NCc2ccc(F)cc2Cl)CC1 | -19.0% | 4.5% | 0.8%
COc1ccc(N2CC(O)=C(c3nc(-c4ccc(Br)cc4)cs3)C2=N)cc1 | ? | 0.5% | ?

# Continued.
canonical_smiles | DT40 TDP1 no CPT | TDP1 block | DT40 TDP1 CPT
O=C(Nc1ccc(Cl)cc1)C1C2CCC3C(CCC21)C3(Cl)Cl (configuration not stated) | ? | 0.0% | ?
CCOc1ccccc1CN1C(=O)NC(C)(c2ccccc2)C1=O (configuration not stated) | ? | -10.5% | -26.3%
Cc1cc(C)cc(NC(=O)COC(=O)COc2cccc3c2OC(C)(C)C3)c1 | 7.3% | · | 9.1%
Cc1cc(C)cc(NC(=O)C(=O)NCC(c2cccnc2)N2CCOCC2)c1 (configuration not stated) | -24.9% | 3.9% | -0.7%
c1ccc(-c2nnc(NC3=NCCC3)o2)cc1 | -12.7% | 0.0% | -13.4%
COc1ccccc1N1CCN(S(=O)(=O)c2ccc3c(c2)CC(C)N3C(C)=O)CC1 (configuration not stated) | ? | 5.9% | ?
COc1cc(C(=O)Nc2ccc(S(=O)(=O)N3CCOCC3)cc2)c([N+](=O)[O-])cc1OC | -12.2% | · | -25.2%
c1ccc(-c2nnsc2Sc2ccccn2)cc1 | 0.1% | -7.0% | 13.1%
CSc1ccc(S(=O)(=O)N2CCN(Cc3ccc4c(c3)OCO4)CC2)cc1 | -19.0% | 5.3% | -1.8%
CC(C)Oc1ccc(OCCNC2CCCC2)cc1 | -3.5% | 2.6% | -6.6%
CCOC(=O)C1=CCN(S(=O)(=O)c2ccc(Cl)cc2)C1c1ccc(C)cc1 (configuration not stated) | ? | · | ?
Cn1c(SCc2ccc(Br)cc2)nnc1-c1ccccn1 | ? | 1.4% | ?
CCOC(=O)C1(Cc2cccc(OC)c2)CCN(Cc2ccon2)CC1 | 0.8% | 1.4% | ?
Cc1c(-n2cc(C(=O)c3cc(Cl)ccc3O)cc(C#N)c2=O)c(=O)n(-c2ccccc2)n1C | -15.0% | 1.0% | -6.4%
S=C(NC1CC1)NC1CCCc2ccccc21 (configuration not stated) | -7.2% | 5.3% | 1.7%
Cc1cn2c(=O)cc(COC(=O)COc3ccc(F)cc3)nc2s1 | -15.3% | 7.1% | 3.0%
O=C(NCC(=O)N1CCN(c2ncccn2)CC1)c1ccccc1F | 3.3% | -1.7% | 15.1%
Cc1nn(-c2ccccn2)c2nc(-c3cccs3)cc(C(=O)NCc3ccco3)c12 | 23.1µM* | 8.8% | 23.1µM*
CC(=O)N1CCC2(CCCN(c3ccccc3)C2)CC1 | -14.1% | · | 4.1%
COc1ccc(Cc2nnc(N/N=C/c3ccc(O)cc3O)[nH]c2=O)cc1OC | 5.8µM* | 0.0% | 5.8µM*
CC(=O)N1CCN(C(=O)c2ccc(Cl)c(S(=O)(=O)N3CCCC3)c2)CC1 | 2.8% | -7.3% | 32.9%[activator]
C=CCN(CC=C)C(=O)C(=O)c1ccn(-c2c(C)csc2C(=O)OC)c1 | ? | · | -18.1%
CSc1ccc(NS(=O)(=O)c2ccc(-n3cnnn3)cc2)cc1 | 20.6µM* | 4.8% | ?
O=C(Nc1ccc2c(c1)CCC2)C1CCN(c2ncccn2)CC1 | ? | 1.1% | -21.7%
CCOC(=O)c1sc(NC(=O)COc2ccccc2Cl)c(C(=O)OCC)c1C | ? | 8.4%[12.3 µM] | -9.0%

# Some of the entries so far, field by field:
molecule: Cc1nn(-c2ccccn2)c2nc(-c3cccs3)cc(C(=O)NCc3ccco3)c12
  DT40 TDP1 no CPT = 23.1µM*
  TDP1 block = 8.8%
  DT40 TDP1 CPT = 23.1µM*
molecule: CC(=O)N1CCC2(CCCN(c3ccccc3)C2)CC1
  DT40 TDP1 no CPT = -14.1%
  TDP1 block = ·
  DT40 TDP1 CPT = 4.1%
molecule: COc1ccc(Cc2nnc(N/N=C/c3ccc(O)cc3O)[nH]c2=O)cc1OC
  DT40 TDP1 no CPT = 5.8µM*
  TDP1 block = 0.0%
  DT40 TDP1 CPT = 5.8µM*

# More compounds follow:
canonical_smiles | DT40 TDP1 no CPT | TDP1 block | DT40 TDP1 CPT
COc1ccc(-c2coc3c(C(=O)Nc4ccc(OC)nc4)cccc23)c(C)c1 | 20.6µM* | · | 18.4µM*
CC[n+]1ccccc1/C=C/c1ccc(N(C)C)cc1 | 0.461µM* | 6.1% | 1.03µM*
O=C(O)c1ccccc1C(=O)c1ccc(F)c(F)c1 | 2.8% | · | -4.0%
C/C(Cc1ccccc1)=N\NC(=O)CNC(=O)c1cccc(Br)c1 | -2.1% | 4.5% | 1.0%
COC(=O)/C=C/c1ccc(OC(=O)OC)c(OC(=O)OC)c1 | ? | -5.4% | -21.9%
OCC[C@H]1C[C@@H](O)[C@H](O)[C@]2(Cc3ccccc3O2)O1 | -1.8% | · | 14.6%
Cc1cc(-n2c(C)cc(C(=O)CSc3nncn3C(C)C)c2C)no1 | ? | -0.7% | ?
O=S(=O)(c1cnccc1N1CCN(/N=C/c2ccc(Br)cc2)CC1)N1CCCCC1 | 18.4µM* | 5.9% | 18.4µM*
Cc1cccc(C(=O)NNS(=O)(=O)c2ccc(F)cc2)c1 | -15.6% | · | -20.7%
NNC(=O)c1[nH]c2ccccc2c1-c1ccccc1 | 14.6µM* | · | ?
N#CCc1nc(C(c2ccccc2)c2ccccc2)no1 | 0.8% | 3.5% | 10.7%
Cc1c(N2C(=O)CS/C2=N\N=C\c2ccccc2O)c(=O)n(-c2ccccc2)n1C | -7.2% | 1.0% | 0.2%
O=C(NCc1ccccc1)c1csc(-c2cccnc2)n1 | 5.8µM* | 0.6% | ?
CC(=O)Oc1ccccc1C1C[C@]2(C)CC(=O)NC2N1C(C)=O (some centres not stated) | 5.1% | · | 2.3%
COc1ccc(C(=O)C(C)OC(=O)C2CC3CCCC(C2)C3=O)cc1 (configuration not stated) | ? | · | ?
CCN1CCCC1CNC(=O)c1cc2ccc(OC)cc2[nH]1 (configuration not stated) | 18.1% | · | -18.7%
CSCC(C)N1CCC(CCC(=O)NC2CC2)CC1 (configuration not stated) | -4.8% | 1.9% | 0.4%
COc1cc(OC)cc(N2C(=O)CSCC2=O)c1 | -2.7% | -3.1% | 1.8%
C=CCN1C(=O)/C(=C2/Sc3ccc(OC)cc3N2CC)SC1=S | -21.6% | · | 1.5%
Cc1ccc(NC(=O)C(=O)C2C(=O)Nc3ccccc32)cc1 (configuration not stated) | ? | 10.3% | ?
COc1ccccc1C1/C(=C(/O)c2ccccc2)C(=O)C(=O)N1CC(C)O (configuration not stated) | 2.1% | 0.0% | 3.9%
O=S(=O)(c1ccccc1)N1CCN(CCc2ccccc2)CC1 | ? | 2.7% | -17.1%
CN1C2CCC1CC(NS(=O)(=O)c1cccc(C(F)(F)F)c1)C2 (configuration not stated) | 5.6% | 1.3% | -7.5%
COc1cc(CN2CCN(C(=O)c3cccc4ccccc34)CC2)cc(OC)c1O | 1.0% | · | -5.6%
CN(C)CCNc1nc(Oc2ccccc2)c2sccc2n1 | -17.1% | · | -5.4%

# Single values from above.
# Reading of `C=CCN1C(=O)/C(=C2/Sc3ccc(OC)cc3N2CC)SC1=S` under DT40 TDP1 no CPT: -21.6%
# Reading of `O=S(=O)(c1cnccc1N1CCN(/N=C/c2ccc(Br)cc2)CC1)N1CCCCC1` under DT40 TDP1 no CPT: 18.4µM*

# Gathered by group, the compounds so far with a CF3 group
canonical_smiles | DT40 TDP1 no CPT | TDP1 block | DT40 TDP1 CPT
O=C(Cn1nc(C(F)(F)F)c2c1CCC2)NC1CCCCC1 | 1.1% | 5.0% | -2.7%
CN1C2CCC1CC(NS(=O)(=O)c1cccc(C(F)(F)F)c1)C2 (configuration not stated) | 5.6% | 1.3% | -7.5%

# Continued:
canonical_smiles | DT40 TDP1 no CPT | TDP1 block | DT40 TDP1 CPT
CCCS(=O)(=O)N1CC(=O)N(c2cccc(Cl)c2C)C(C)(C(=O)NC2CCCC2)C1 (configuration not stated) | -0.8% | 5.0% | -21.8%
COc1ccc(/C=C/c2cc(O)cc(O[C@H]3OC(CO)C(O)C(O)C3O)c2)cc1 (some centres not stated) | -1.5% | 0.9% | 0.3%
Cc1ccccc1S(=O)(=O)Oc1ccc2ccc(O)cc2c1 | ? | · | ?
N/C(=N\OC(=O)Cc1ccc(Cl)cc1)c1ccccn1 | -20.7% | 4.2% | -15.0%

# Screens deposited in PubChem by National Center for Advancing Translational Sciences (NCATS).
